# Screening results from PubChem BioAssay.
# HTT cytoprotect: protects HTT-Q103 PC12 cells, measured by ATP | PC12 HTT-Q103 induced, cytoprotection, ATP luminescence, 40 h | Potency, µM (doses to about 56.4 µM), without a hit: cytoprotection (ATP increase), actives largely listed as activators | 230,000 tested, 0.14% active;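 also: % of control where 0% means no effect; nearly all actives have a fitted effect of over 45% in size; toxic huntingtin expression switched on by the ecdysone agonist tebufenozide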
#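 Compounds were screened for protection of PC12 cells against cell death after tebufenozide induction (100 nM final) of mutant Huntingtin exon 1 (Q103) fused to GFP.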
# GAA glycogen mod: inhibitors or activators of human alpha-glucosidase glycogen cleavage; recombinant GAA, glycogen substrate, Amplex Red glucose oxidase fluorescence; Potency, µM (top dose mostly 76.4 µM), for inactives: top-dose activity change, negative = inhibition, most hits filed as inhibitors; 300,000 tested, 0.38% active; AID 2100;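 also: 0% = full enzyme reaction and -100% = no-enzyme basal signal; the screen sought inhibitors and activators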
#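 qHTS, 1536-well; enzyme 4 nM final; cpd up to 77 uM; substrate bovine liver glycogen 30 ug; 50 mM citrate/phosphate pH 5.0, 0.01% Tween-20; 37 C, 40 min; Amplex Red detection 45 min RT; Hill fit → AC50.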
# GAA inhib: inhibitors of human lysosomal alpha-glucosidase; 200,000 tested, 0.005% active; P10253; Potency, µM (doses to about 76.9 µM), for the others: top-dose activity change, negative = inhibition, hits mostly inhibitors; purified human GAA, 4-MU-alpha-glucoside fluorescence;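 also: plate controls were uninhibited enzyme wells for no effect and no-enzyme background for full effect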
#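 Activity normalized between no-enzyme (basal) and enzyme-only wells. Conditions: 4 nM human enzyme, 400 uM fluorogenic substrate, citrate/phosphate pH 5.0 with Tween-20, 20 min room temperature, compounds up to 77 uM.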
# GoLoco inh red: RGS12 GoLoco-Gai1 interaction inhibition. Potency, µM (series often up to 61.6 µM), inactives show at the top dose activity, negative = inhibition, most hits filed as inhibitors. 230,000 tested, 0.44% active. P63096. AID 880. Gai1:RGS12 GoLoco peptide FP, rhodamine, 10 min; active = well fitted inhibition curve with a large enough effect, not every such curve was filed as active; inactive = no such curve, though single readings can be large or run the other way; also: % is scaled to controls: 0 for no effect and ±100 for the full control effect; nearly all actives have a fitted effect of over 30% in size; many of its hits are not listed in these tables
# aGlu spleen mod: inhibits or activates alpha-glucosidase in human spleen homogenate; P10253; human spleen homogenate, 4-MU-alpha-glucoside fluorescence; Potency, µM (titrated, usually from 79.9 µM), for inactives: at the highest dose activity change, negative = inhibition, most hits filed as inhibitors; 240,000 tested, 0.006% active;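 also: 0% = enzyme with vehicle and -100% = no enzyme basal signal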
#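 Human spleen homogenate (1 ug) with 4-methylumbelliferyl-alpha-D-glucopyranoside (1 mM final) in 50 mM citrate/phosphate pH 5.0, 0.01% Tween-20; 40 min at 37 C. Stopped at pH 10; 4-MU fluorescence Ex 365/Em 440 nm; AC50 by Hill fit.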
# HTT aggregate: inhibitors of mutant huntingtin aggregate formation in PC12 cells; AID 1688; 220,000 tested, 1.1% active; Potency, µM (doses to about 46.1 µM), without a hit: top-dose activity change, negative = inhibition, hits mostly inhibitors; PC12 HttQ103-GFP aggregates, Acumen cytometry, 40 h; also: % is scaled to controls: 0 for no effect and ±100 for the full control effect; nearly all actives have a fitted effect of over 60% in size
#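 PC12 cells stably carrying ecdysone-inducible HTT exon 1 Q103–GFP were induced with tebufenozide (100 nM final) and treated with library compounds in titration. GFP aggregates in lysates were counted by laser scanning cytometry.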
# IMPase Li cell: IMPase inhibition in cells with lithium potentiation. AID 1457. 210,000 tested, 0.35% active. Potency, µM (titrated, usually from 59.4 µM), without a hit: at the highest dose activity, negative = IMPase inhibition, actives largely listed as inhibitors. CHO-M1 cells, IP1 TR-FRET (IP-One), carbachol + lithium;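 also: IP1 builds up when IMPase is blocked and the TR-FRET signal falls; plate controls were basal vehicle for no effect and high inhibitor control for full effect; nearly all actives have a fitted effect of over 50% in size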
#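 CHO-M1, 2000 cells/well, 16–30 h culture; cpd + low Li+, 30 min 37C; lysis with d2-IP1/Eu-anti-IP1 Ab, 10 min RT; TR-FRET 665/620 ratio and 620 channel; AC50 via Hill.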
# The depositor's hits bear a star; ? = inconclusive; / = no result given; [ ] = another dose, or the depositor's remark. Unless noted, calls follow the shape of the dose curve; as a rule, active = well fitted curve in the direction sought with a large enough effect; inconclusive = small, poorly fitted or top-dose-only effect, or another doubt; inactive = no such curve, though single readings can be large; an effect the other way counts as inactive or inconclusive. Potency is read from the fitted curve at half-maximal effect.
SMILES,HTT cytoprotect,GAA glycogen mod,GAA inhib,GoLoco inh red,aGlu spleen mod,HTT aggregate,IMPase Li cell
O=C1c2cccc3cccc(c23)C(=O)N1CCCc1n[nH]c(=S)n1-c1ccccc1,-28%,16%,-23%,-12%,-3%,23%[9.22 µM],1%
CC(N=C(NS(=O)(=O)c1ccc(Cl)cc1)c1ccccc1)C(=O)O (stereo not drawn),2%,1%,-4%,4%,-1%,13%,26%[38.3 µM]
Cc1cc(Cl)ccc1OCC(=O)N/N=C1\CCCc2ccccc21,-46%,9%,2%,0%,-5%,-2%,1%[38.3 µM]
Cc1nc(C)c(CC(=O)N/N=C/c2ccc(O)cc2)c(=O)[nH]1,4%[10 µM],9%,2%,1%,-2%,7%,3%
CCN1C(=O)C(C)S/C1=N\S(=O)(=O)c1ccc(Cl)s1 (stereo not drawn),12%[10 µM],-8%,5%,3%,4%,4%,-1%[38.3 µM]
CN(C)CC(O)COc1cc2ccccc2cc1C(=O)N1CCCCC1 (stereo not drawn),-10%,-1%,0%,2%,-27%,-5%,-7%[38.3 µM]
O=S(=O)(Nc1ncccn1)c1ccc(NC(=S)NCc2ccco2)cc1,-30%,9%,1%,1%,-17%,6%,-4%
Oc1c(Cl)cc(Cl)cc1C=Nc1cc(C(F)(F)F)ccc1N1CCc2ccccc2C1,-15%[10 µM],?,-7%[15.4 µM],15%,-5%,6%[9.22 µM],/
CN1CCN(C(c2ccccc2)c2nnnn2Cc2ccccc2)CC1 (stereo not drawn),7%[10 µM],6%,3%,0%,2%,12%,3%
Nc1c(C(=O)c2ccc(Br)s2)oc2ccccc12,-10%,-10%,-2%,2%,-5%,-7%,2%
C=CCn1c(SCC(=O)Nc2nnc(CC)s2)nnc1-c1ccncc1,14%,9%,-5%,-1%,-16%,-9%,11%
O=c1cc(O)c(-c2ccccc2)c(Cl)[nH]1,1%,0%,0%,-9%,-4%,?,18%[38.3 µM]
C=CSc1sc(Cl)c(N2CCOCC2)c1[N+](=O)[O-],-181%[inhibitor],-17%,?,11%,0%,4%[9.22 µM],4%
c1ccc(CSc2ncnc3ccccc23)cc1,-10%,-10%,-10%,-2%,1%,?,8%
Cc1ccccc1CSc1nc2n(n1)C(c1cccs1)C1=C(CCCC1=O)N2 (stereo not drawn),-6%[10 µM],-4%,?,7%,2%,?,13%[38.3 µM]
COc1ccc(Br)cc1S(=O)(=O)N1CCN=C1C,7%,0%,?,1%,-9%,-2%,-3%[38.3 µM]
COc1cc(/C=C2\C(=O)ON=C2c2ccccc2)cc(Cl)c1O,/,-4%,0%,163%[activator],0%,7%,13%
CC(=O)Oc1ccc2c(c1)OC(c1ccccc1)CC21CC(C)(C)NC(=S)N1 (stereo not drawn),-8%,-5%,1%,5%,-2%,20%,-8%[38.3 µM]
COc1ccc2c3c(c(=O)oc2c1OCC(N)=O)CCCC3,-5%,-2%,4%,4%,-8%,-6%,18%[38.3 µM]
Cc1ccc2c(c1)[nH]c1c(=O)n(CCCN3CCOCC3)cnc12,-20%[0.074 µM],-6%,-1%[15.4 µM],-1%,7%,?,4%[38.3 µM]
C/C(=N\O)c1ccn(S(=O)(=O)c2ccc(Cl)cc2)c1,10%[10 µM],-7%,-11%,4%,-1%,-11%[9.22 µM],/
COC(=O)[C@@]1(Cc2ccc(F)cc2)[C@H]2c3cc(C(=O)N(C)C)n(CCN4CCOCC4)c3C[C@H]2CN1C(=O)c1ccccc1,15%,/,/,10%,-14%,/,-4%
CCOc1ccc(NC(=O)c2ccc(NCC(=O)N3CCCCCC3)cc2)cc1,-3%[10 µM],7%,4%,-3%,1%,-2%,-3%
COc1ccccc1NC(=O)C(Sc1ccccc1)c1ccccc1 (stereo not drawn),-6%[10 µM],-1%,-7%,-4%,4%,19%,16%
CN(C)c1ncc(S(=O)(=O)c2ccc(Cl)cc2)c(-c2ccccc2)n1,-10%,-3%,1%,4%,-2%,-14%,15%[38.3 µM]
CSc1ccc(/C=N/N2CCN(Cc3ccccc3Cl)CC2)cc1,-40%[inhibitor],?,0%,-12%,-6%,-10%,16%
CC(=O)Nc1ncc(Cc2cc(Cl)ccc2Cl)s1,15%[10 µM],-11%,12%,7%,1%,11%[9.22 µM],17%
CCC12CCCN3CCC4(C(=C(C(=O)OC)C1)Nc1ccccc14)C32 (stereo not drawn),-9%,2%,-6%,-29%,1%,18%,17%[38.3 µM]
CC(=O)C1=C(O)C(=O)N(C2CCCCC2)C1c1ccccc1 (stereo not drawn),-3%[10 µM],1%,1%,8%,-1%,4%,-26%
O=C(C1=COCCO1)N1CCN(C(c2ccccc2)c2ccccc2)CC1,16%[10 µM],-4%,-10%,-11%,3%,-27%,19%[38.3 µM]
CN(C)c1ccc(/C=N/NC(=O)COc2ccccc2)cc1,?,13%,10%,1%,0%,-7%,4%
Cc1ccc(N2C(=O)C3C4C=CC(CNC(=S)N5CCN(c6ccccn6)CC5)(O4)C3C2=O)cc1 (stereo not drawn),-16%,6%,-5%,-24%,-6%,?,-1%
COc1cccc2[nH]c3c(N4CC(C)CC(C)C4)ncnc3c12 (stereo not drawn),-5%,-4%,-9%,7%,3%,-6%,4%[38.3 µM]
CS(=O)(=O)Nc1cccc(C(=O)CC2(O)C(=O)Nc3ccccc32)c1 (stereo not drawn),-21%,10%,-2%,3%,3%,3%,-4%[38.3 µM]
O=C1/C(=C/c2ccc(O)c(O)c2)Oc2cc(O)ccc21,11%[10 µM],22µM*,/,43%[activator],-2%,26%[9.22 µM],/
CCc1ccc(Oc2cc(C)nc(N)n2)cc1,21%[10 µM],5%,-5%,-3%,6%,-10%,14%
CCN(C(=O)CSc1nnc(-c2cccs2)n1CC)C1CCS(=O)(=O)C1 (stereo not drawn),15%[10 µM],8%,/,1%,1%,-10%[9.22 µM],/
CC1(C)[C@@H]2CC[C@@](C)(C2)[C@H]1OC(=O)c1ccccc1C(=O)O,2%[10 µM],/,/,7%[14.2 µM],/,/,1%
Cc1cc(C)cc(N(CC(=O)Nc2ccc(-c3nc4ccc(C)cc4s3)cc2)S(C)(=O)=O)c1,21%[10 µM],-2%,-1%,18%,-4%,10%,-3%
O=C(c1ccc2nc3ccc(Cl)cc3c(=O)n2c1)N1CCOCC1,-21%,13%,0%,2%,1%,6%,-20%[38.3 µM]
CCOc1ccc(N=C2NC(=O)/C(=C/C(=O)OC)S2)cc1,4%[10 µM],5%,-6%,-2%,2%,15%,-3%
CCOC(=O)CN(C(=O)COc1ccc2c(C)cc(=O)oc2c1)c1ccc(OCC)cc1,/,-2%,7%,-4%,11%,/,20%
O=C(Nc1ccc(S(=O)(=O)N2CCOCC2)cc1)c1ccc(Cl)s1,-3%[10 µM],-16%,-1%,5%,2%,?,-4%[38.3 µM]
CCOC(=O)Cn1c2ccccc2n2nc(CCC(=O)O)c(=O)nc12,7%[10 µM],9%,5%,-22%,3%,8%,-27%
O=C(c1ccco1)N1CCCN(Cc2nc(Cc3ccccc3)no2)CC1,10%[10 µM],-7%,10%,11%,5%,17%[9.22 µM],9%
O=C(N/N=C/c1ccc2c(c1)OCO2)c1ccc(COc2cccc3cccnc23)cc1,?,-9%,4%,7%,10%,21%,5%
Cc1cc(NC(=O)c2cccc(S(=O)(=O)N3CCCCCC3)c2)n(-c2ccccn2)n1,4%[10 µM],6%,-4%,-2%,-4%,-4%,-8%[38.3 µM]
Cc1occc1C(=O)Nc1cccc(C(=O)O)c1,-3%,3%,1%,6%,-2%,?,12%[38.3 µM]
O=S(=O)(NC1CCCCCC1)c1ccc(Br)s1,2%[10 µM],-1%,0%,2%,1%,-28%,12%
Cc1ccc(N(C(=O)C(F)(F)F)C(C(=O)NC2CCCCC2)c2ccncc2)cc1C (stereo not drawn),?,11%,-1%,4%,-5%,16%,-5%
CCOC(=O)N1CCC(c2nc(C)sc2C(=O)O)CC1,-4%,22%,-13%,-23%,1%,21%,-26%[38.3 µM]
NC(=O)CC(NC(=O)c1ccc(Br)cc1)c1ccc(N2CCN(c3ccc(F)cc3)CC2)c([N+](=O)[O-])c1 (stereo not drawn),26%[10 µM],1%,/,-1%,-16%,1%[9.22 µM],/
CCCC(c1nnnn1Cc1ccco1)N1CCC(C(N)=O)CC1 (stereo not drawn),1%[10 µM],3%,-7%,12%,5%,1%,10%[38.3 µM]
Cc1cc2c(cc1C)NC(c1cccnc1)C1=C(CC(C)(C)CC1=O)N2 (stereo not drawn),6%[10 µM],-4%,-8%,5%,-15%,-12%,10%
c1ccc2c(-c3cn4ccccc4n3)c[nH]c2c1,-44%[inhibitor],1%,0%,12%,-10%,-22%,8%
O=C(NCc1cn2ccsc2n1)c1c(F)cccc1Cl,-9%,3%,-14%,-4%,0%,3%,22%[38.3 µM]
COc1ccc(/C=N/NC(=O)c2ccc(N(C)S(=O)(=O)c3ccccc3)cc2)cc1OC,-15%[10 µM],6%,-6%,-1%,-6%,-11%,8%
Cc1cc(=S)[nH]c2c(C)cccc12,13%,-16%,11%,1%,-4%,-7%[9.22 µM],12%[38.3 µM]
COc1ccc(NC(=O)C(NC(=O)CNC(C)=O)c2ccc(C)cc2)cc1 (stereo not drawn),-4%,2%,2%,2%,-4%,18%,7%[38.3 µM]
Cc1cc(Sc2nnc(N)s2)c2ccccc2n1,-5%[10 µM],-3%,-1%,-23%,2%,-1%[9.22 µM],/

# Profiles as entered above. Values in the order: HTT cytoprotect, GAA glycogen mod, GAA inhib, GoLoco inh red, aGlu spleen mod, HTT aggregate, IMPase Li cell
# O=C(NCc1cn2ccsc2n1)c1c(F)cccc1Cl is listed as -9%, 3%, -14%, -4%, 0%, 3%, 22%[38.3 µM]
# Cc1cc(=S)[nH]c2c(C)cccc12 is listed as 13%, -16%, 11%, 1%, -4%, -7%[9.22 µM], 12%[38.3 µM]

# Six entries from above, sorted by their value in GAA glycogen mod, high to low.
SMILES,GAA glycogen mod,GoLoco inh red,aGlu spleen mod,HTT aggregate,IMPase Li cell
O=C(c1ccc2nc3ccc(Cl)cc3c(=O)n2c1)N1CCOCC1,13%,2%,1%,6%,-20%[38.3 µM]
Cc1nc(C)c(CC(=O)N/N=C/c2ccc(O)cc2)c(=O)[nH]1,9%,1%,-2%,7%,3%
CCOc1ccc(N=C2NC(=O)/C(=C/C(=O)OC)S2)cc1,5%,-2%,2%,15%,-3%
CN(C)CC(O)COc1cc2ccccc2cc1C(=O)N1CCCCC1 (stereo not drawn),-1%,2%,-27%,-5%,-7%[38.3 µM]
CN(C)c1ncc(S(=O)(=O)c2ccc(Cl)cc2)c(-c2ccccc2)n1,-3%,4%,-2%,-14%,15%[38.3 µM]
Cc1cc2c(cc1C)NC(c1cccnc1)C1=C(CC(C)(C)CC1=O)N2 (stereo not drawn),-4%,5%,-15%,-12%,10%

# Only part of the results is shown (hit frequency here may not be typical).
